Screening data (PubChem BioAssay)
GLP1R inv ag: inverse agonists of human GLP-1 receptor; Potency, µM (titrated, usually from 38.3 µM), for inactives: at the top dose activity change, negative = inhibition, hits mostly inhibitors; AID 624417; actives 1.6% (n = 410,000); HEK293 GLP-1R CRE-luciferase, luminescence, 24 h; GLP-1R form is constitutively active; also: potency is read from the fitted curve at half-maximal effect; % is scaled to controls: 0 for no effect and ±100 for the full control effect; nearly all actives have a fitted effect of over 55% in size
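GLP-1R inverse agonism mode: basal reporter luminescence in engineered HEK293 cells measured after one day of compound exposure at 37 deg C, with a 12 min room-temperature detection step.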
aSyn rescue: inhibitors of alpha-synuclein toxicity in yeast; Yeast expressing alpha-synuclein, growth rescue, BacTiter-Glo, 24 h; Potency, µM (top dose mostly 46.1 µM), for inactives: at the highest dose growth rescue (activation), usual class: activators; actives 0.14% (n = 370,000); also: potency is read from the fitted curve at half-maximal effect; % of control where 0% means no effect; nearly all actives have a fitted effect of over 65% in size
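Readout is rescue of growth in alpha-synuclein-expressing yeast, so inhibitors of toxicity appear as activators. Growth after 24 hr at 30 deg C in galactose medium is quantified by luminescence.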
DRD3 antagonist: D3 dopamine receptor (human) antagonism; D3R cells, DiscoveRx beta-arrestin luminescence, antagonist mode; active compounds read low; actives 2.5% (n = 360,000); max response, negative = inhibition, %; AID 652054; P35462; in the data active = max response below about -50%; inconclusive = no clear call, values can overlap the other calls; also: % is scaled to controls: 0 for no effect and ±100 for the full control effect; mostly tested at two doses, the higher about 12 µM
Target sequence (P35462 whole entry, looked up): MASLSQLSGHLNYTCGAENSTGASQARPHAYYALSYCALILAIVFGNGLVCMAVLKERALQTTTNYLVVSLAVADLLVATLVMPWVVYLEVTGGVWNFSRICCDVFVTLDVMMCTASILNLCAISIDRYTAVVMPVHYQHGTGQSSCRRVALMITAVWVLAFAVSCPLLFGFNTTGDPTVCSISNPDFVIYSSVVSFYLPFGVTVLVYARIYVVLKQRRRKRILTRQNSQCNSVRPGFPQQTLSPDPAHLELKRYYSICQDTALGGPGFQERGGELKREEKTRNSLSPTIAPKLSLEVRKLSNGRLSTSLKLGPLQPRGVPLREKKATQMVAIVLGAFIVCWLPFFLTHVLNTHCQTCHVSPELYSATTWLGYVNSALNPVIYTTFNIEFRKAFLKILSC
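Cells expressing the human receptor were seeded at 1500 cells/well, incubated overnight at 37 degrees C in 5% CO2, then exposed to library compounds with dopamine controls for 90 minutes at 37 degrees C before luminescent detection.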
GLP1R ag: GLP-1 receptor (human) agonism; P43220; Potency, µM (titrated, usually from 45.6 µM), for the others: at the highest dose activation, actives largely listed as activators; AID 624172; actives 0.007% (n = 380,000); HEK293 GLP-1R CRE-luciferase, luminescence, 4-6 h; cells express a hypersensitive GLP-1R form; also: potency is read from the fitted curve at half-maximal effect; % of control where 0% means no effect
TDP-43 yeast inh: inhibitors of TDP-43 toxicity in yeast; TDP-43 expressing yeast growth rescue, BacTiter-Glo, 24 h; Potency, µM (highest dose often 46.1 µM), for inactives: at the highest dose growth rescue (activation), usual class: activators; actives 1.8% (n = 410,000); also: potency is read from the fitted curve at half-maximal effect; % of control where 0% means no effect; nearly all actives have a fitted effect of over 50% in size
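In this qHTS, compounds that restore growth of yeast expressing TDP-43 appear as activators. Cells (OD600=0.02, galactose medium, raffinose-pregrown) are incubated with compound 24 hr at 30 deg C and growth is quantified by BacTiter-Glo.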
D3 ag: D3 dopamine receptor (human) agonism; D3R DiscoveRx beta-arrestin cells, luminescence, 90 min; max activation, %; actives 0.58% (n = 410,000); in the data active = max activation above about 30%; also: 0% is about no effect; mostly tested at two doses, the higher about 12 µM
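Cells at 1500/well, incubated overnight, then treated with pinned compounds (dopamine as control) for 90 min at 37 degrees C. DiscoveRx reagent added for 30 - 60 minutes at room temperature; luminescence read.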
GLP1R cytotox: cytotoxic in the GLP-1 receptor inverse agonist counter-screen | HEK293 cAMP-luciferase reporter cells, luminescence, 24 h | Potency, µM (highest dose often 38.3 µM), for the others: at the highest dose activity change, negative = inhibition, most hits filed as inhibitors | actives 0.13% (n = 410,000) | AID 624418;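 also: loss of luciferase light is scored as toxicity; potency is read from the fitted curve at half-maximal effect; % is scaled to controls: 0 for no effect and ±100 for the full control effect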
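MLSMR compounds, 24 hr on cells at 37 deg C/5% CO2; luminescence after luciferase reagent (12 min RT). Inhibition counted as the undesired cytotoxic outcome.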
KB-V1 cytotox: KB-V1 MDR subline cytotoxicity | KB-V1 MDR cells viability, CellTiter-Glo, 72 h | Potency, µM (series often up to 46.1 µM), for the others: top-dose activity change, negative = cytotoxicity, hits mostly cytotoxic | actives 3.4% (n = 400,000) | AID 1347076; also: potency is read from the fitted curve at half-maximal effect; % is scaled to controls: 0 for no effect and ±100 for the full control effect; nearly all actives have a fitted effect of over 60% in size
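In this primary screen, KB-V1 cells overexpressing P-gp are incubated with library compounds (lowest to highest concentration) for 72 h at 37 degrees C before a luminescent ATP viability read.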
PTHR1 ag: agonists of human PTHR1 parathyroid hormone receptor. Q03431. HEK293 GP2 PTHR1 cells, GloSensor cAMP luminescence, 1 h. Potency, µM (doses to about 115 µM), for inactives: at the highest dose activation, actives largely listed as activators. actives 0.075% (n = 410,000). AID 743266; also: potency is read from the fitted curve at half-maximal effect; nearly all actives have a fitted effect of over 55% in size; some results filed as inactive show a strong effect at the top dose; inactives centre near -15; many of its hits are not listed in these tables
Target sequence (Q03431 whole entry, looked up): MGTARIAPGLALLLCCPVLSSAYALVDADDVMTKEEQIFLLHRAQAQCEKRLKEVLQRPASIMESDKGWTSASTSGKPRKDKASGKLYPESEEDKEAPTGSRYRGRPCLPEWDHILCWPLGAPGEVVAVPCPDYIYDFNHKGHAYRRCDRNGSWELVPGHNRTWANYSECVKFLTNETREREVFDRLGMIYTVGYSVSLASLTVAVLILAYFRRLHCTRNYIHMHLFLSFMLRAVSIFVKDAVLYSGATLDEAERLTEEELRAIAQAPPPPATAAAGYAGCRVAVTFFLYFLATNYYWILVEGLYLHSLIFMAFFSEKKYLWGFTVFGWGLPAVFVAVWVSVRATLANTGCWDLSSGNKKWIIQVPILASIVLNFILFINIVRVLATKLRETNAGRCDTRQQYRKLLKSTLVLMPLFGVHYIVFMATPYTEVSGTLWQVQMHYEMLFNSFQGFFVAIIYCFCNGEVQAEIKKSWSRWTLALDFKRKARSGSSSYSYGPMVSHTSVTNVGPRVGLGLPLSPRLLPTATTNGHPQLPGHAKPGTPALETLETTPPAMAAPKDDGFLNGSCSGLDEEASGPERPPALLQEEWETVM
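HEK-293-derived GP2 cells expressing PTHR1 and a GloSensor cAMP reporter, 3,000/well, plated overnight, given luciferin plus IBMX (each 0.5 mM as added) for 1 h at 37 °C, then compound for 1 h at 37 °C. Luminescence was read after 15 min at room temperature.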
The depositor's hits bear a star; [ ] = dose if it differs, or a comment. Unless noted, calls follow the shape of the dose curve; as a rule, active = well fitted curve in the direction sought with a large enough effect; inconclusive = small, poorly fitted or top-dose-only effect, or another doubt; inactive = no such curve, though single readings can be large; an effect the other way counts as inactive or inconclusive. Some of the compounds tested; the hit share may differ from the screen's.

How did COc1ccc2[nH]c(=O)c(CN(Cc3ccccc3)Cc3nnnn3CC3CCCO3)cc2c1 (stereo not drawn) do in these assays?
GLP1R inv ag: 42%[activator]; aSyn rescue: -4%; DRD3 antagonist: 12; GLP1R ag: 19%; TDP-43 yeast inh: -20%; D3 ag: -6; GLP1R cytotox: -1%; KB-V1 cytotox: -22%; PTHR1 ag: inactive

What do the screens show for `Cc1cccc(NC(=O)Cn2cnc3c(oc4ccccc43)c2=O)c1`?
GLP1R inv ag: inconclusive; aSyn rescue: -5%; DRD3 antagonist: -7; GLP1R ag: -3%; TDP-43 yeast inh: -32%[inhibitor]; D3 ag: -8; GLP1R cytotox: -7%[7.66 µM]; KB-V1 cytotox: -19%; PTHR1 ag: inactive

How did COc1ccccc1NC(=O)COC(=O)/C=C/c1ccc(OC)c(OC)c1 do in these assays?
GLP1R inv ag: 15%; aSyn rescue: 2%; DRD3 antagonist: 0; GLP1R ag: inconclusive; TDP-43 yeast inh: 18%; D3 ag: 1; GLP1R cytotox: -19%; KB-V1 cytotox: -23%; PTHR1 ag: -1%

What do the screens show for `COc1ccc(CN2CCN(S(=O)(=O)c3ccc(NC(C)=O)cc3)CC2)cc1`?
GLP1R inv ag: -3%; aSyn rescue: -1%; DRD3 antagonist: -2; GLP1R ag: 1%; TDP-43 yeast inh: 6%; D3 ag: 1; GLP1R cytotox: 1%; KB-V1 cytotox: 0%; PTHR1 ag: -28%

What do the screens show for `O=C(Cn1ncc2c3ccccc3n(Cc3ccccc3)c2c1=O)NCCN1CCOCC1`?
GLP1R inv ag: -18%; aSyn rescue: -2%; DRD3 antagonist: -13; GLP1R ag: 6%; TDP-43 yeast inh: 3%; D3 ag: -7; GLP1R cytotox: 2%; KB-V1 cytotox: -17%; PTHR1 ag: -3%

How did CCN(Cc1ccc(OC)c(F)c1)C(=O)c1oc2ccccc2c1COC do in these assays?
GLP1R inv ag: inconclusive; aSyn rescue: 6%; DRD3 antagonist: 7; GLP1R ag: inconclusive; TDP-43 yeast inh: 19%; D3 ag: 10; GLP1R cytotox: -7%; KB-V1 cytotox: 4%; PTHR1 ag: -18%

How did O=C(O)C(Cc1ccccc1)N1C(=O)/C(=C/c2cccs2)SC1=S (stereo not drawn) do in these assays?
GLP1R inv ag: inconclusive; aSyn rescue: -35%[inhibitor]; DRD3 antagonist: -10; GLP1R ag: 0%; TDP-43 yeast inh: 4%; D3 ag: 4; GLP1R cytotox: inconclusive; KB-V1 cytotox: -18%; PTHR1 ag: inactive

Results for COCCCNC(=S)Nc1cccc2ncccc12 ?
GLP1R inv ag: 2%; aSyn rescue: -6%; DRD3 antagonist: inconclusive; GLP1R ag: 1%; TDP-43 yeast inh: -12%; D3 ag: 4; GLP1R cytotox: -9%; KB-V1 cytotox: -23%; PTHR1 ag: -34%[inhibitor]

Results for CCOc1cc(N2CCOCC2)c(OCC)cc1NC(=O)COC(=O)c1ccccc1OC(F)F ?
GLP1R inv ag: 8%; aSyn rescue: 0%; DRD3 antagonist: 11; GLP1R ag: -9%; TDP-43 yeast inh: -2%; D3 ag: 0; GLP1R cytotox: 10%; KB-V1 cytotox: -16%; PTHR1 ag: inactive

How did COc1cc(S(=O)(=O)N(Cc2ccccc2)Cc2ccccn2)ccc1-n1cnnn1 do in these assays?
GLP1R inv ag: -2%; aSyn rescue: -1%; DRD3 antagonist: -8; GLP1R ag: 0%; TDP-43 yeast inh: -2%; D3 ag: 7; GLP1R cytotox: 3%; KB-V1 cytotox: inconclusive; PTHR1 ag: inactive

What do the screens show for `O=C(NCc1ccco1)c1ccc(COc2cc(Cl)ccc2Cl)cc1`?
GLP1R inv ag: inconclusive; aSyn rescue: 10%; DRD3 antagonist: -4; GLP1R ag: 17%; TDP-43 yeast inh: 12%; D3 ag: -6; GLP1R cytotox: -3%; KB-V1 cytotox: -3%; PTHR1 ag: -27%

How did N#Cc1ccc(CSc2nnc(NC(=O)CN3C(=O)C4CC=CCC4C3=O)s2)cc1 (stereo not drawn) do in these assays?
GLP1R inv ag: -22%; aSyn rescue: 2%; DRD3 antagonist: -18; GLP1R ag: -2%; TDP-43 yeast inh: -2%; D3 ag: -8; GLP1R cytotox: -9%; KB-V1 cytotox: 10%; PTHR1 ag: inactive

What do the screens show for `COCCCn1c(=O)c2ccccc2n(Cc2ccc(C)cc2)c1=O`?
GLP1R inv ag: -15%; aSyn rescue: 5%; DRD3 antagonist: 3; GLP1R ag: 16%; TDP-43 yeast inh: 14%; D3 ag: 1; GLP1R cytotox: 4%; KB-V1 cytotox: 0%; PTHR1 ag: -11%

How did COc1cc(C2CC(=O)c3c([nH]c(C(=O)OC4CCCCC4)c3C)C2)cc(OC)c1OC (stereo not drawn) do in these assays?
GLP1R inv ag: inconclusive; TDP-43 yeast inh: 9%; D3 ag: 1; GLP1R cytotox: -9%; KB-V1 cytotox: -4%; PTHR1 ag: -96%[inhibitor]

How did C#CCOCCOCCOCCNc1nc(N2CCN(C(=O)[C@H](CCC(=O)O)n3cc(C(N)[C@H](C)CC)nn3)CC2)nc(N2CCN(C(=O)[C@H](CCC(=O)O)n3cc(C(N)[C@H](C)CC)nn3)CC2)n1 (stereo partly drawn) do in these assays?
GLP1R inv ag: 25%; aSyn rescue: 0%; DRD3 antagonist: -21; GLP1R ag: -6%; TDP-43 yeast inh: 3%; D3 ag: -32; GLP1R cytotox: 2%; KB-V1 cytotox: 5%; PTHR1 ag: 7%

What do the screens show for `COc1ccc(/C(O)=C2\C(=O)C(=O)N(CCN(C)C)C2c2cc(OC)c(OC)c(OC)c2)c(C)c1` (stereo not drawn)?
GLP1R inv ag: 10%; aSyn rescue: 4%; DRD3 antagonist: 0; GLP1R ag: -14%; TDP-43 yeast inh: 6%; D3 ag: 7; GLP1R cytotox: -2%; KB-V1 cytotox: 24%; PTHR1 ag: inactive

Results for O=C(NCc1ccccc1C(F)(F)F)C1CCC(=O)N(CCCc2ccccc2)C1 (stereo not drawn) ?
GLP1R inv ag: -22%; aSyn rescue: -4%; DRD3 antagonist: -9; GLP1R ag: 1%; TDP-43 yeast inh: -7%; D3 ag: -15; GLP1R cytotox: 17%; KB-V1 cytotox: inconclusive; PTHR1 ag: -38%[inhibitor]

What do the screens show for `Cc1cn(C)c(CC(=O)NCc2ccc(Cl)cc2)c1C(=O)O`?
GLP1R inv ag: 1%; TDP-43 yeast inh: 15%; D3 ag: 6; GLP1R cytotox: -7%; KB-V1 cytotox: 0%; PTHR1 ag: inactive

What do the screens show for `NC(=O)COc1ccc(-c2noc(COc3ccc(Cl)cc3)n2)cc1`?
GLP1R inv ag: 9%; TDP-43 yeast inh: -20%; D3 ag: -11; GLP1R cytotox: 2%; KB-V1 cytotox: inconclusive; PTHR1 ag: inactive

How did CCCNC(=O)C(Cc1cccc(Cl)c1)NC(=O)c1ccccc1 (stereo not drawn) do in these assays?
GLP1R inv ag: 19%; aSyn rescue: 16%; DRD3 antagonist: 18; GLP1R ag: 2%; TDP-43 yeast inh: 24%; D3 ag: 2; GLP1R cytotox: 1%; KB-V1 cytotox: 0%; PTHR1 ag: -25%

What do the screens show for `CCSC1=C(C#N)C(c2ccc3c(c2)OCO3)C2=C(CCCC2=O)N1` (stereo not drawn)?
GLP1R inv ag: -24%; aSyn rescue: 2%; DRD3 antagonist: 23; GLP1R ag: -2%; TDP-43 yeast inh: -4%; D3 ag: 2; GLP1R cytotox: -21%; KB-V1 cytotox: 5%; PTHR1 ag: inactive

Results for C[C@@H]1CC[C@]2(O[C@H](CCO)C[C@@H](O)[C@@H]2O)O1 ?
GLP1R inv ag: 7%; aSyn rescue: 1%; DRD3 antagonist: -23; GLP1R ag: -4%; TDP-43 yeast inh: -8%; D3 ag: 0; GLP1R cytotox: 3%; KB-V1 cytotox: -2%; PTHR1 ag: -14%

What do the screens show for `Cc1ccc(C)c(S(=O)(=O)NC(CC(C)C)C(=O)O)c1` (stereo not drawn)?
GLP1R inv ag: 6%; aSyn rescue: 12%; DRD3 antagonist: -12; GLP1R ag: 2%; TDP-43 yeast inh: -8%; D3 ag: -1; GLP1R cytotox: 1%; KB-V1 cytotox: inconclusive; PTHR1 ag: -16%

How did Cc1cc(C)c(C)c(OCc2nc(-c3cccnc3)no2)c1 do in these assays?
GLP1R inv ag: 32%; DRD3 antagonist: -21; GLP1R ag: -7%; TDP-43 yeast inh: -14%; D3 ag: -6; GLP1R cytotox: -6%; KB-V1 cytotox: 7%; PTHR1 ag: 0%

What do the screens show for `Cn1c(C(=O)NCCc2ccccc2)cc2c(=O)n3ccccc3nc21`?
GLP1R inv ag: 56%[activator]; TDP-43 yeast inh: 4%; D3 ag: 8; GLP1R cytotox: 39%[activator]; PTHR1 ag: -22%

Molecules above containing an NH in an aromatic ring (two):
How did COc1ccc2[nH]c(=O)c(CN(Cc3ccccc3)Cc3nnnn3CC3CCCO3)cc2c1 (stereo not drawn) do in these assays?
GLP1R inv ag: 42%[activator]; aSyn rescue: -4%; DRD3 antagonist: 12; GLP1R ag: 19%; TDP-43 yeast inh: -20%; D3 ag: -6; GLP1R cytotox: -1%; KB-V1 cytotox: -22%; PTHR1 ag: inactive

How did COc1cc(C2CC(=O)c3c([nH]c(C(=O)OC4CCCCC4)c3C)C2)cc(OC)c1OC (stereo not drawn) do in these assays?
GLP1R inv ag: inconclusive; TDP-43 yeast inh: 9%; D3 ag: 1; GLP1R cytotox: -9%; KB-V1 cytotox: -4%; PTHR1 ag: -96%[inhibitor]
